# ERp5 inh: inhibitors of ERp5-driven insulin aggregation, primary screen, biochemical, turbidity, absorbance 650 nm, single point. hit rate 0.05% among 350,000. AID 651711, 2012. Protein disulfide-isomerase A6 (Homo sapiens), Q15084. 90 min. inhibition, % at 9.99 µM;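 active means mean replicate inhibition above about 25%, with every replicate also reaching it, limit read from the data, passing the limit was not always enough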
# Target sequence (Q15084 whole entry, looked up): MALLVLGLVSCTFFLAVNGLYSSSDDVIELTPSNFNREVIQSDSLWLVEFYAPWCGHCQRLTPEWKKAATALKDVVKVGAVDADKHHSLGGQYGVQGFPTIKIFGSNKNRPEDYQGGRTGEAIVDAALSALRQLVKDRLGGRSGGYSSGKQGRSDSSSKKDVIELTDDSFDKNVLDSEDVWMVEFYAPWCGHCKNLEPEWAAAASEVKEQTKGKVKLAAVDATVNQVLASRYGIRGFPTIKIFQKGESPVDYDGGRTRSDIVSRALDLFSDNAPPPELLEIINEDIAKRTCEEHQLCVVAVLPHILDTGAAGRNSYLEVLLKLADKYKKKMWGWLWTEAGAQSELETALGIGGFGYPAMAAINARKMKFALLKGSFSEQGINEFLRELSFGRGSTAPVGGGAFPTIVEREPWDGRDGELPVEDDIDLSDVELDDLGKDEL
# Cneo AK release: Cryptococcus neoformans cell lysis inducers, primary screen, AK release luminescence, single concentration | C. neoformans lysis, adenylate kinase release luminescence, 4 h; normalised: neutral wells 0, clomiphene wells 100 | lysis activity, % at 15 µM | hit rate 0.2% among 360,000;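 active means mean lysis activity across replicates of at least 80%, whatever share of replicates individually reach that level; inactive means mean lysis activity below 80%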
#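 Assay system: C. neoformans cells. Amount: yeast cell density of 5 × 10^6 cells/mL. Technique: AK luminescence. Buffer or medium: YPD. Times: static 4 h at 37 °C with compound, 1 h detection. Dosing: single-point compound dose. Read-out: lysis from increased AK signal.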
# SIRT5 inh: SIRT5 desuccinylase inhibitors, primary screen, biochemical, fluorescence imaging, single point, set 5; NAD-dependent protein deacylase sirtuin-5, mitochondrial (Homo sapiens), Q9NXA8; inhibition, % at 15 µM; hit rate 1.1% among 330,000; Purified SirT5, succinyl-peptide AMC, trypsin-coupled fluorescence; in the data active means inhibition above about 15%
# Target sequence (Q9NXA8 whole entry, looked up): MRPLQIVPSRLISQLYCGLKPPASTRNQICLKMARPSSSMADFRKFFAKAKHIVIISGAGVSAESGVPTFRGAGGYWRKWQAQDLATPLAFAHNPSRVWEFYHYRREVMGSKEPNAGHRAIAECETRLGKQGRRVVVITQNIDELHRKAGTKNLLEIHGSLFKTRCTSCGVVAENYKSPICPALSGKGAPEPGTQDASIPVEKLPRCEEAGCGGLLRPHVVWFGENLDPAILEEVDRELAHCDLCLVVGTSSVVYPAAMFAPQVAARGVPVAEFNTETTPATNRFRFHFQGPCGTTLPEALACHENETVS
# miR-122 sensor: miR-122 Renilla sensor signal increase in Huh7, primary screen, miR-122 inhibitor project, cell-based, single point, plate reader. Huh7 miR-122 Renilla luciferase sensor, 48 h; neutral wells = 0, positive control = 100. activation (reporter increase), % at 12.5 µM. hit rate 0.3% among 340,000. AID 602342, 2012;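 active means mean replicate activation score at least 90 and every replicate individually at or above 90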;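 further: higher luciferase means less miR-122 activity so hits act as miR-122 inhibitors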
# C2C12 statin: suppressors of statin myotoxicity in C2C12 myotubes, primary screen, cell-based, single point, plate reader; C2C12 myotubes + simvastatin, ATP luminescence, 48 h; scaled: DMSO 0, geranylgeraniol control 100; rescue of ATP level, % at 7.49 µM; hit rate 0.78% among 330,000; AID 602340, 2012;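 active means mean ATP rescue above about 67%, or every replicate alone reaching that limit, limit read from the data, passing the limit was not always enough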;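 further: myotubes were challenged with 10 µM simvastatin during compound exposure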
# ARNT TACC3 PPI: disruptors of ARNT/TACC3 protein interaction, primary screen, biochemical, AlphaScreen, single concentration | inhibition, % at 9.99 µM | Transforming acidic coiled-coil-containing protein 3 (Homo sapiens), Q9Y6A5 | AlphaScreen His-ARNT PAS-B/GST-TACC3 binding, luminescence; TACC3 fragment carries E629A point mutation | hit rate 0.66% among 390,000 | AID 623870, 2012;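 active means mean inhibition of replicates at least 50% and at least half of replicates each reaching 50%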;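 further: 0% = complete ARNT plus TACC3 wells and 100% = ARNT alone without TACC3; many hits fall short of the cut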
# esBAF inh: Bmi1 luciferase reporter increase in mESCs, primary screen, esBAF inhibitor project, mouse ES cells, Bmi1 luciferase knock-in, single point | 24 h; 100% = twice the neutral-well signal | reporter increase, % at 12.5 µM | hit rate 2% among 350,000 | AID 602393, 2012; in the data active means activation above about 40%;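 further: 0% = median of the plate's neutral control wells and 100% = double that signal; a rise in the Bmi1 reporter signal indicates esBAF inhibition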
# The depositor's hits bear a star; · = not tested or not shown; & = joins results of further samples; [ ] = another dose, or the depositor's remark.
smiles	ERp5 inh	Cneo AK release	SIRT5 inh	miR-122 sensor	C2C12 statin	ARNT TACC3 PPI	esBAF inh
COc1ccc(NC(=O)N(C)C[C@H]2Oc3ccc(NC(=O)NC4CCCCC4)cc3CC(=O)N([C@@H](C)CO)C[C@@H]2C)cc1	-2	46	·	-1[16.7 µM]	40	·	2
O=[N+]([O-])c1ccc(NN=Cc2cccc3ccccc23)cc1	2	3	-5	-5	3	1	10
CC(C)(C)c1ccc(C(=O)Oc2ccccc2CCC(=O)O)cc1	2	-5	-3	3	·	·	·
Fc1ccc(Br)cc1SCCc1ccncc1	0	-1	-2	·	25	-5	2
Cc1ccc(OCC(=O)NNc2c3ccccc3nc3ccccc23)cc1	6	·	1	·	·	-4	·
CC(=O)c1cccc(NC(=O)c2c(C)nn(-c3ccccc3)c2Cl)c1	4	·	0	-5	6	-3	30
CC(=O)c1csc(COc2ccccc2)n1	2	·	-4	·	5	2	34
Oc1ccc(C2C(c3ccccc3)=NN=C(c3ccc(Cl)cc3)N2O)c(O)c1 (stereo unspecified)	-3	·	-3	4	-16	-14	46*
C[C@H](CO)N1C[C@H](C)[C@H](CN(C)C(=O)Nc2ccc(C(F)(F)F)cc2)Oc2ccc(NC(=O)C3CC3)cc2C1=O	-1	9	2	-10[16.7 µM]	-20	0	-4
CCCOC(=O)CSC1=C(C#N)C(c2ccccc2Cl)CC(=O)N1 (stereo unspecified)	0	0	2	1	-11	-1	-1
OC[C@@H]1CN(Cc2ccccc2)C[C@H](n2cnc3c(N4CCCC4)ncnc32)O1	3	0	-6	-11	24	·	2
CC(C)Oc1ccc(CSC(=N)N)cc1	·	1	·	29	6	-26	-2
CCOC(=O)[C@@H]1[C@H]2COc3ccc(Br)cc3[C@@H]2N2C(=O)N(c3ccc(Br)cc3)C(=O)[C@]12C	-7&3	1	-1&5	-2	0	·	2
CCCC(=O)Nc1cc(S(=O)(=O)N2CCCCC2)ccc1N1CCOCC1	13	5	0	-4	5	-2	5
CCNC(=O)[C@@H]1[C@@H](CO)[C@@H]2Cn3c(ccc(-c4cccc(F)c4)c3=O)[C@@H]2N1Cc1cc(F)ccc1F	0	-2	-1	·	7	2	5
C[C@@H]1CN([C@@H](C)CO)C(=O)c2cccc(NC(=O)NC3CCCCC3)c2O[C@@H]1CN(C)Cc1ccc(C(F)(F)F)cc1	0	1	5	8[16.7 µM]	·	1	6
COc1ccc([C@@H]2[C@@H]3C(=O)N(C(C)(C)C)C(=O)[C@@H]3[C@]3(Cc4ccccc4)C(=O)N(c4cccc(Cl)c4)C(=O)N23)cc1	0	4	9	-2	5	-2	3
NC(c1csc(Nc2ccc(C(F)(F)F)cn2)n1)C1CCCCC1 (stereo unspecified)	-3	46	1	·	-12	·	-16
Cc1ccc(C)c(N2CCN(S(=O)(=O)c3c(C(=O)N4CCCCC4)c(C)n(C)c3C)CC2)c1	-1	-1	2	2	26	17	2
C=CS(=O)(=O)N(Cc1ccccc1)[C@H](CO)CC(C)C	5	-1	-4	1	-1	-30	-5

smiles	ERp5 inh	Cneo AK release	SIRT5 inh	miR-122 sensor	C2C12 statin	ARNT TACC3 PPI	esBAF inh
CCCCc1ccc(NS(=O)(=O)c2cccc(C(=O)N3CCCN(C)CC3)c2)cc1	1	1	-5	·	-12	4	-8
Cc1nnc(SCCN2C(=O)c3ccccc3C2=O)nc1C	·	-1	·	-16	4	-2	-2
O=C(CC1C[C@H](C(=O)N2CCCCC2)[C@@]2(CCc3ccccc3)c3[nH]c4ccccc4c3CCN2C1=O)NCc1ccco1 (stereo partly specified)	-1	-7	-2	-3	20	-5	0
COc1ccc(NC(=O)N(C)C[C@H]2Oc3ncc(C#C[C@@H](C)O)cc3C(=O)N([C@H](C)CO)C[C@H]2C)cc1	2&-1&-7	-1&-1&-2	-2&3&3	-2	21&-6&13	-3	-1&-2&-1
O=C(CCN1C(=O)CSc2ccccc21)Nc1ccc(OC(F)(F)F)cc1	6	0	-1	-4	-12	-8	3
C[C@H](CO)N1C[C@H](C)[C@H](CN(C)C(=O)c2cccc(F)c2)Oc2cc(-c3cccnc3)ccc2S1(=O)=O	6	2	1	0[16.7 µM]	-2	1	-5
Cc1noc(C)c1NC(=O)N(C)C[C@@H]1Oc2c(NC(=O)Nc3ccc(F)cc3)cccc2C(=O)N([C@H](C)CO)C[C@H]1C	5	-1	-9	3[16.7 µM]	28	-12	3
CCOC(=O)c1c(C)oc2c1c(C=NCCC(=O)O)c(O)c1ccccc12	4	-6	15	1	4	18	-2
CCCNC(=O)N(C)C[C@H]1Oc2ncc(C#Cc3ccccc3F)cc2C(=O)N([C@@H](C)CO)C[C@@H]1C	-1	-3	-2	-1[16.7 µM]	·	-12	3
Cc1nnc(SCC(=O)Nc2ccc(Br)cn2)[nH]c1=O	·	2	·	8	0	-1	-9
CCn1c(SCC(=O)Nc2cc(OC)ccc2OC)nc2c(c1=O)SCC2	-9	-1	1	3	-3	6	2
Cc1cc(C(=O)COC(=O)/C=C/c2cccc(F)c2)c(C)n1C	2	0	-1	-6	5	7	8
Cc1ccc(NC(=O)c2ccc3c(SCC(=O)O)c4c(nc3c2)CCCC4)c(Br)c1	0	-3	5	-7	-6	2	-7
CS(=O)(=O)Nc1ccc(C(=O)N2CCN(c3ccccc3F)CC2)cc1	·	-1	·	4	6	-14	12
CNCc1ccccc1OCc1ccccc1F	1	9	-3	-5	12	-6	-10
COc1ccc(C(=O)Nc2ccccc2C(N)=O)cc1	·	-18	·	-5	-6	4	33
CC(C)Nc1nc(-c2ccncc2)nc(-c2ccccc2)c1C#N	2	-1	-7	4	-10	-2	-8
COc1ccc(C(=O)NCC2CCCO2)cc1S(=O)(=O)NCc1ccc(Cl)cc1 (stereo unspecified)	4	-2	·	10	-2	·	0
Nc1cc2c(cc1Cl)-c1ccc([N+](=O)[O-])cc1C2=NO	-1	-6	0	·	-13	2	1
O=C(Cc1cccc(NC(=O)C2CCN(C(=O)C3CCCC3)CC2)c1)Nc1cccc(C(=O)N2CCOCC2)c1	0	0	-5	-1	9	-6	-9

smiles	ERp5 inh	Cneo AK release	SIRT5 inh	miR-122 sensor	C2C12 statin	ARNT TACC3 PPI	esBAF inh
COc1ccc(NC(=O)Nc2ccc3c(c2)CC(=O)N([C@@H](C)CO)C[C@@H](C)[C@@H](CN(C)C(=O)Nc2c(C)noc2C)O3)cc1	·	0	·	6[16.7 µM]	-25	-10	-2
CCN1C(=O)[C@H]2[C@@H](c3ccc(C)cc3)N3C(=O)N(c4ccccc4)C(=O)[C@@]3(Cc3ccc(Cl)cc3)[C@H]2C1=O	·	1	·	-4	15	0	-5
CNC(=O)C[C@@H]1CC[C@@H]2[C@H](COC[C@H](O)CN2Cc2ccncc2)O1	-6	1	-4	-3[16.7 µM]	-11	-1	-1
Cc1nnc2sc(SCC(=O)Nc3nccs3)nn2c1=O	·	-2	·	-1	·	76*	·
C#CCN(CC=C)C(=O)c1ccc2nc(C3CCCCC3)oc2c1	3	0	0	1	3	-3	29
COC(=O)C[C@@H]1CC[C@@H]2[C@H](COc3ccc(NC(=O)c4cscn4)cc3C(=O)N2C)O1	11	-3	-1	22[16.7 µM]	11	3	0
CCOC(=O)C1=C(c2ccccc2)c2ccccc2N(S(=O)(=O)C(F)(F)F)C1C(=O)OCC (stereo unspecified)	-4	-1	-4	-8	9	-1	-6
CCOc1ccc(NCc2nnc(SCC(=O)Nc3cc(C)on3)n2-c2ccccc2OC)cc1	-2	·	-1	·	·	-13	·
CCc1cc2c(=O)c(-c3nc4ccccc4n3C)c(C)oc2c(CN(CC)CC)c1O	·	-1	·	1	-1	2	9
Cc1cccc(N(C(=O)c2csnn2)C(C(=O)NCc2ccccc2)c2cccs2)c1 (stereo unspecified)	3	1	-5	0	2	-1	0
CC(C)(C)OC(=O)N1Cc2ccccc2C[C@H]1C(=O)NCC(=O)NCC1CCCO1 (stereo partly specified)	3	0	1	2	3	-1	-4
CCOc1ccccc1NC(=O)Cn1nnc(C(=O)NCCc2ccc(OC)c(OC)c2)c1N	2	·	-2	2	5	2	0
CC1=NCCN1S(=O)(=O)c1cccc([N+](=O)[O-])c1	0	-19	-1	-2	6	2	4
CCOc1ccc2nc(N3C(=O)CNC3=S)sc2c1	2	·	-5	·	-16	-6	-13
CC(=O)c1cccc(NC(=O)C2CCCN(S(=O)(=O)c3ccc(F)cc3)C2)c1 (stereo unspecified)	·	1	·	2	-3	-8	-12
Cc1[nH]ccc2c1[nH]c1cc(=O)ccc12	5	-2	-39	17	-9	17	-7
CC(C)Cc1cc(C(=O)Nc2cc(Cl)ccc2Cl)no1	13	-6	-5	8	7	-12	11
O=C(Nc1cccc(C(=O)N2CCN(Cc3ccccc3)CC2)c1)c1ccccc1	·	2	·	3	-12	4	12
O=C(N[C@H]1CC[C@H](CCNS(=O)(=O)c2ccc(F)cc2)O[C@H]1CO)C1CCC1	0	1	-7	·	1	3	-1
COCC#Cc1cnc2c(c1)C(=O)N([C@@H](C)CO)C[C@H](C)[C@@H](CN(C)S(=O)(=O)c1ccccc1)O2	3	-2	-1	3[16.7 µM]	-4	-9	3

smiles	ERp5 inh	Cneo AK release	SIRT5 inh	miR-122 sensor	C2C12 statin	ARNT TACC3 PPI	esBAF inh
COc1ccc(S(=O)(=O)Nc2ccc3c(c2)C(=O)N([C@@H](C)CO)C[C@@H](C)[C@H](CN(C)Cc2ccc(C(=O)Nc4ccccc4N)cc2)OCCCC[C@@H](C)O3)cc1	3	4	9	8[16.7 µM]	45	4	-25
CCOC(=O)c1c(C)[nH]c(C)c1S(=O)(=O)NCC1CCN(Cc2ccccc2F)CC1	0	0	3	5	7	-5	3
Cc1cccc(C(CC(=O)O)n2cccc2)c1 (stereo unspecified)	·	-1	·	0	4	·	-2
O=C(CCNS(=O)(=O)c1cccc2nsnc12)NCc1cccs1	·	3	·	5	·	-2	·
Cc1ccc(S(=O)(=O)N(C)C[C@H]2Oc3ccc(NC(=O)CCC(F)(F)F)cc3CC(=O)N([C@@H](C)CO)C[C@H]2C)cc1	1	0	-4	-4[16.7 µM]	9	-4	5
C[C@@H]1CN([C@@H](C)CO)C(=O)c2cc(NS(=O)(=O)c3ccccc3)ccc2O[C@@H](C)CCCCO[C@H]1CN(C)C(=O)Cc1ccccc1	2	3	5	-6[16.7 µM]	·	-5	-1
Cc1ccccc1-c1nc(CS(=O)CC(=O)NC2CC2)c(C)o1 (stereo unspecified)	3	-1	-2	-8	-1	-6	7
Cc1cc(=O)oc2ccc(OCC(=O)NCc3ccco3)cc12	·	-4	·	-11	9	1	-8
Clc1ccccc1N=C1NN=C(c2cccs2)CS1	-1	-8	-1	-5	-19	2	66*
CCOC(=O)Cn1nc(C)c(NC(=O)COc2cccc(Cl)c2)c1C	11	·	-5	·	·	-6	·
COc1ccc(-c2nc3c4ccccc4ccn3c2Cc2ccccc2)cc1OC	4	1	-2	10	-2	·	45*

# Arranged by formula weight (falling): some entries from above
smiles	ERp5 inh	Cneo AK release	SIRT5 inh	miR-122 sensor	C2C12 statin	ARNT TACC3 PPI	esBAF inh
COc1ccc(S(=O)(=O)Nc2ccc3c(c2)C(=O)N([C@@H](C)CO)C[C@@H](C)[C@H](CN(C)Cc2ccc(C(=O)Nc4ccccc4N)cc2)OCCCC[C@@H](C)O3)cc1	3	4	9	8[16.7 µM]	45	4	-25
Clc1ccccc1N=C1NN=C(c2cccs2)CS1	-1	-8	-1	-5	-19	2	66*
Cc1cccc(C(CC(=O)O)n2cccc2)c1 (stereo unspecified)	·	-1	·	0	4	·	-2
